# Screening results from PubChem.
# PRC2 inh: EZH2 (human) methyltransferase inhibition. Q15910. PRC2 H3K27 methylation, DELFIA TRF, 1 h. inhibition, % at 12.5 µM. hit rate 0.35% among 57,000. AID 651548;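 active means mean inhibition of replicates at least 50% and every single replicate also reaching 50%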;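 further: dimethyl H3K27 on biotinylated H3 21-44 peptide detected by antibody; plate controls were median neutral control wells for no effect and median positive control wells for full effect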
# Target sequence (Q15910 whole entry, looked up): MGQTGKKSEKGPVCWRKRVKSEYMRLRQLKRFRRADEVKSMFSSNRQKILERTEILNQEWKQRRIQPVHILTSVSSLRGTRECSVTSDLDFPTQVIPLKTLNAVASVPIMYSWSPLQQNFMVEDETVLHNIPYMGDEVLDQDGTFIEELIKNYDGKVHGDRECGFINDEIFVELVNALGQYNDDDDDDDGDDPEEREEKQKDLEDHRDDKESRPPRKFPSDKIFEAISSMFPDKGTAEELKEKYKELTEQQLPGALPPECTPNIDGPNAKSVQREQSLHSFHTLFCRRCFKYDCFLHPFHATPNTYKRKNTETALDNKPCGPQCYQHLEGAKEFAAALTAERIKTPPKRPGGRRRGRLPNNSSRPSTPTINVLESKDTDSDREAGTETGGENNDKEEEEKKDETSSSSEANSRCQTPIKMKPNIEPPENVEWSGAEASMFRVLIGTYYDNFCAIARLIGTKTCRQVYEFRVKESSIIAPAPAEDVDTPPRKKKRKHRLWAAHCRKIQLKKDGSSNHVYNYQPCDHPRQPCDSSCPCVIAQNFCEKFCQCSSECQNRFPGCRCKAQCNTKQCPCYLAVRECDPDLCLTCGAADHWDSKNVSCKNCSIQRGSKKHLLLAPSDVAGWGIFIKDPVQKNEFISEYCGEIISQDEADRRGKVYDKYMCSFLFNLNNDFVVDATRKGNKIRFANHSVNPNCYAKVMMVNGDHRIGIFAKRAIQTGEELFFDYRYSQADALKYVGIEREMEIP
# IDH1 R132H inh: blocks human IDH1 R132H reductase activity; O75874; diaphorase/resazurin fluorescence, 60 min; inhibition, % at 10 µM; hit rate 0.18% among 70,000; AID 624101; in the data active means inhibition above about 34%;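 further: 0% = DMSO and 100% = no enzyme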
# The depositor's hits bear a star; nt = no result given. An excerpt, so the mix of outcomes need not match the whole.
1. C[C@H](CO)N1C[C@H](C)[C@H](CN(C)Cc2cncnc2)Oc2ncc(C#CC(C)(C)O)cc2C1=O
2. C[C@H]1CN([C@@H](C)CO)C(=O)c2cc(C#CCC3CCCC3)cnc2O[C@@H]1CN(C)C(=O)c1cnccn1
3. C[C@@H]1CN([C@H](C)CO)C(=O)c2cc(NS(C)(=O)=O)ccc2O[C@@H](C)CCCCO[C@@H]1CN(C)C(=O)c1ccccc1
4. C[C@H]1CN([C@@H](C)CO)S(=O)(=O)c2ccc(C#Cc3ccccn3)cc2O[C@@H]1CN(C)Cc1cccc(F)c1
5. COc1ccccc1-c1ccc2c(c1)O[C@@H](CN(C)C(=O)c1ccccc1)[C@H](C)CN([C@@H](C)CO)S2(=O)=O
6. CCCNC(=O)C[C@H]1C[C@@H]2c3cc(NC(=O)C4CCOCC4)ccc3O[C@@H]2[C@H](CO)O1
7. Cc1ccc(S(=O)(=O)N(C)C[C@H]2Oc3c(NS(=O)(=O)c4ccc(Cl)cc4)cccc3C(=O)N([C@@H](C)CO)C[C@H]2C)cc1
8. COc1ccc(S(=O)(=O)Nc2ccc3c(c2)C(=O)N([C@H](C)CO)C[C@H](C)[C@H](CN(C)S(=O)(=O)c2ccc(Cl)cc2)OCCCC[C@H](C)O3)cc1
compound no.	1	2	3	4	5	6	7	8
PRC2 inh	-15	4	-5	32	nt	8	nt	nt
IDH1 R132H inh	0.2	-0.2	1.8	nt	0.0	0.1	0.2	-1.6

9. COc1ccc(S(=O)(=O)N(C)C[C@@H]2Oc3ccc(NC(=O)Nc4ccc(F)cc4)cc3CC(=O)N([C@@H](C)CO)C[C@H]2C)cc1
10. Cc1ccc(S(=O)(=O)Nc2cccc3c2O[C@@H](CN(C)C(=O)Nc2ccc(C(F)(F)F)cc2)[C@H](C)CN([C@H](C)CO)C3=O)cc1
11. CC(C)NC(=O)N(C)C[C@@H]1Oc2ccc(NS(=O)(=O)c3cn(C)cn3)cc2C(=O)N([C@H](C)CO)C[C@H]1C
12. C[C@H](CO)N1C[C@H](C)[C@H](CN(C)Cc2ccc(C(=O)O)cc2)Oc2ccc(NS(=O)(=O)c3cn(C)cn3)cc2CC1=O
13. O=C(N[C@@H]1CC[C@@H](CCNS(=O)(=O)c2ccc(F)cc2)O[C@H]1CO)C1CC1
14. CC(=O)N(C)C[C@@H]1Oc2cc(C#Cc3cccnc3)ccc2S(=O)(=O)N([C@H](C)CO)C[C@H]1C
15. C[C@@H]1CN([C@@H](C)CO)C(=O)c2cc(NC(=O)Nc3ccccc3)ccc2O[C@H]1CN(C)Cc1ccc2c(c1)OCO2
16. O=C(N[C@@H]1CC[C@H](CCNS(=O)(=O)Cc2ccccc2)O[C@@H]1CO)c1ccc2c(c1)OCO2
compound no.	9	10	11	12	13	14	15	16
PRC2 inh	nt	nt	nt	nt	1	-1	-1	-4
IDH1 R132H inh	-0.2	0.1	2.3	2.3	-0.2	2.2	nt	0.0

17. CN(C)CCCNC(=O)C[C@H]1CC[C@H](NS(=O)(=O)c2ccc(F)cc2)[C@@H](CO)O1
18. CC(C)NC(=O)N(C)C[C@H]1Oc2ccc(NC(=O)Nc3cccc4ccccc34)cc2C(=O)N([C@@H](C)CO)C[C@H]1C
19. CO[C@H]1CN(C)C(=O)c2ccc(NC(=O)c3nc4ccccc4s3)cc2OC[C@@H](C)NC[C@@H]1C
20. C[C@H](CO)N1C[C@H](C)[C@@H](CN(C)CC2CCOCC2)Oc2ncc(C#Cc3ccccn3)cc2C1=O
21. CO[C@H]1CN(C)C(=O)c2cc(NC(=O)Nc3ccccc3)ccc2OC[C@@H](C)N(C(=O)CC2CC2)C[C@H]1C
22. O=S(=O)(Cc1ccccc1)NCC[C@@H]1CC[C@H](NS(=O)(=O)c2ccc(F)cc2)[C@@H](CO)O1
23. C[C@@H]1CCCCO[C@H](CN(C)S(=O)(=O)c2ccc(F)cc2)[C@@H](C)CN([C@@H](C)CO)C(=O)c2cc(NC(=O)Nc3ccc(F)cc3)ccc2O1
24. O=C(NCC[C@@H]1CC[C@H](NC(=O)C2CCC2)[C@@H](CO)O1)c1cc(Cl)cc(Cl)c1
compound no.	17	18	19	20	21	22	23	24
PRC2 inh	0	-8	0	nt	4	-4	nt	0
IDH1 R132H inh	-0.1	-0.2	-0.5	1.7	-0.1	-0.1	-11	0.0

25. CCC(=O)N[C@H]1C=C[C@H](CC(=O)NCc2cc(F)cc(F)c2)O[C@H]1CO
26. Nc1ccc(C(=O)CC2(O)C(=O)Nc3ccc(F)cc32)cc1 (stereo unspecified)
27. CCOC(=O)c1c(NC(=O)c2ccccc2[N+](=O)[O-])sc2c1CCCCCC2
28. C[C@H]1CN([C@@H](C)CO)C(=O)c2cc(C#CC3(O)CCCC3)cnc2O[C@H]1CN(C)Cc1cncnc1
29. CCC(=O)Nc1ccc2c(c1)C(=O)N(C)C[C@H](OC)[C@@H](C)CN(C(=O)c1ccc(F)cc1)[C@H](C)CO2
30. CCCC#Cc1ccc2c(c1)O[C@@H](CN(C)Cc1cccnc1)[C@@H](C)CN([C@H](C)CO)S2(=O)=O
31. C[C@@H]1CN([C@H](C)CO)C(=O)c2cccc(NC(=O)Nc3cccc4ccccc34)c2O[C@@H]1CN(C)C
32. C[C@@H]1CN([C@@H](C)CO)C(=O)Cc2cc(NS(C)(=O)=O)ccc2O[C@@H]1CN(C)Cc1ccc(C(F)(F)F)cc1
compound no.	25	26	27	28	29	30	31	32
PRC2 inh	9	-8	1	-1	4	nt	nt	-4
IDH1 R132H inh	0.2	0.7	0.1	-1.1	0.2	15	-3.5	0.5

33. COc1ccc(CN(C)C[C@@H]2OCCCC[C@H](C)Oc3ccc(NC(=O)Nc4ccc(C(F)(F)F)cc4)cc3C(=O)N([C@@H](C)CO)C[C@H]2C)cc1
34. COc1cccc(CNC(=O)C[C@H]2CC[C@@H](NS(=O)(=O)c3ccccc3OC)[C@@H](CO)O2)c1
35. COc1ccc(S(=O)(=O)N[C@H]2CC[C@@H](CCn3cc(C(C)C)nn3)O[C@@H]2CO)cc1
36. Cc1noc(C)c1S(=O)(=O)Nc1ccc2c(c1)CC(=O)N([C@H](C)CO)C[C@H](C)[C@@H](CN(C)S(=O)(=O)c1ccc(F)cc1)O2
37. O=C(C[C@H]1C[C@H]2c3cc(NC(=O)Nc4ccc(F)cc4)ccc3O[C@H]2[C@@H](CO)O1)NCC1CC1
38. COc1ccc(CN(C)C[C@@H]2Oc3ccc(NS(C)(=O)=O)cc3CC(=O)N([C@@H](C)CO)C[C@H]2C)cc1
39. Cc1ccc(NC(=O)c2sc3ncn(CC(=O)Nc4cc(C(F)(F)F)ccc4Cl)c(=O)c3c2C)c(C)c1
40. C/C=C/c1ccc2c(c1)O[C@H](CN(C)S(=O)(=O)c1ccccc1OC)[C@H](C)CN([C@H](C)CO)S2(=O)=O
compound no.	33	34	35	36	37	38	39	40
PRC2 inh	nt	11	-7	nt	-13	-8	-14	nt
IDH1 R132H inh	-1.4	0.2	-0.2	0.9	1.0	2.0	0.7	-0.4

41. CC(=O)Oc1ccc(NC(=O)COc2ccccc2)c(C(=O)O)c1
42. CCCC#Cc1ccc2c(c1)O[C@@H](CN(C)C(=O)COC)[C@@H](C)CN([C@@H](C)CO)S2(=O)=O
43. Cc1ccc(S(=O)(=O)N[C@H]2CC[C@H](CC(=O)NCc3ccc(Cl)c(Cl)c3)O[C@@H]2CO)cc1
44. CCOc1ccc(N(Cc2cc3ccc(C)cc3[nH]c2=O)S(C)(=O)=O)cc1
45. CCOC(=O)c1c(NC(=O)Cc2cccc(OC)c2)sc2c1CCCC2
46. COC(=O)CCCCCCC(=O)N/N=C/CNC(=O)OC(C)(C)C
47. C[C@@H]1CN([C@H](C)CO)C(=O)Cc2cc(NC(=O)Nc3ccccc3)ccc2O[C@H]1CN(C)C(=O)NC1CCCCC1
48. COc1ccc(-n2c(C)nnc2SCC(=O)Nc2cccc(C(F)(F)F)c2)cc1
compound no.	41	42	43	44	45	46	47	48
PRC2 inh	3	2	-7	nt	39	13	6	-3
IDH1 R132H inh	-1.3	-0.6	0.2	0.6	-0.8	-0.1	-0.3	0.0

49. COCC(=O)Nc1ccc2c(c1)OC[C@@H](C)N(Cc1ccccc1)C[C@@H](C)[C@@H](OC)CN(C)C2=O
50. C[C@@H]1CN([C@@H](C)CO)C(=O)c2cccc(NC(=O)c3nc4ccccc4s3)c2O[C@H]1CN(C)C(=O)Nc1ccc2c(c1)OCO2
51. Cc1noc(C)c1S(=O)(=O)Nc1ccc2c(c1)C(=O)N([C@@H](C)CO)C[C@@H](C)[C@H](CN(C)Cc1ccc(Cl)c(Cl)c1)O2
52. COc1ccc(NC(=O)N(C)C[C@@H]2OCCCC[C@H](C)Oc3ccc(NC(=O)c4ccncc4)cc3C(=O)N([C@H](C)CO)C[C@H]2C)cc1
53. CN(C)CCCNC(=O)C[C@@H]1CC[C@@H](NC(=O)c2ccccc2F)[C@@H](CO)O1
compound no.	49	50	51	52	53
PRC2 inh	-10	nt	nt	nt	-1
IDH1 R132H inh	-0.2	-0.4	1.6	-1.5	-0.2

# Values by screen from the list.
# Entries 43–52 in IDH1 R132H inh, in turn: 0.2, 0.6, -0.8, -0.1, -0.3, 0.0, -0.2, -0.4, 1.6, -1.5

# Structures above that contain an aryl methoxy group (eleven):
5. COc1ccccc1-c1ccc2c(c1)O[C@@H](CN(C)C(=O)c1ccccc1)[C@H](C)CN([C@@H](C)CO)S2(=O)=O
8. COc1ccc(S(=O)(=O)Nc2ccc3c(c2)C(=O)N([C@H](C)CO)C[C@H](C)[C@H](CN(C)S(=O)(=O)c2ccc(Cl)cc2)OCCCC[C@H](C)O3)cc1
9. COc1ccc(S(=O)(=O)N(C)C[C@@H]2Oc3ccc(NC(=O)Nc4ccc(F)cc4)cc3CC(=O)N([C@@H](C)CO)C[C@H]2C)cc1
33. COc1ccc(CN(C)C[C@@H]2OCCCC[C@H](C)Oc3ccc(NC(=O)Nc4ccc(C(F)(F)F)cc4)cc3C(=O)N([C@@H](C)CO)C[C@H]2C)cc1
34. COc1cccc(CNC(=O)C[C@H]2CC[C@@H](NS(=O)(=O)c3ccccc3OC)[C@@H](CO)O2)c1
35. COc1ccc(S(=O)(=O)N[C@H]2CC[C@@H](CCn3cc(C(C)C)nn3)O[C@@H]2CO)cc1
38. COc1ccc(CN(C)C[C@@H]2Oc3ccc(NS(C)(=O)=O)cc3CC(=O)N([C@@H](C)CO)C[C@H]2C)cc1
40. C/C=C/c1ccc2c(c1)O[C@H](CN(C)S(=O)(=O)c1ccccc1OC)[C@H](C)CN([C@H](C)CO)S2(=O)=O
45. CCOC(=O)c1c(NC(=O)Cc2cccc(OC)c2)sc2c1CCCC2
48. COc1ccc(-n2c(C)nnc2SCC(=O)Nc2cccc(C(F)(F)F)c2)cc1
compound no.	5	8	9	33	34	35	38	40	45	48
PRC2 inh	nt	nt	nt	nt	11	-7	-8	nt	39	-3
IDH1 R132H inh	0.0	-1.6	-0.2	-1.4	0.2	-0.2	2.0	-0.4	-0.8	0.0

52. COc1ccc(NC(=O)N(C)C[C@@H]2OCCCC[C@H](C)Oc3ccc(NC(=O)c4ccncc4)cc3C(=O)N([C@H](C)CO)C[C@H]2C)cc1
compound no.	52
PRC2 inh	nt
IDH1 R132H inh	-1.5
